MEKK2wt PB1 HTS: raises or lowers MEK5 binding to wildtype human MEKK2 PB1 domain; bead flow cytometry, Alexa488-MEK5 binding to MEKK2 WT; actives lie on both sides; binding response (% of control), % at 10 µM; 290,000 compounds, 1.1% hits; in the data active = binding response below about 67% or above about 130%
NALP1 inh: NALP1 inhibition | S. cerevisiae NALP1/ASC/caspase-1 growth, X-gal OD620, 72 h | inhibition, % at 10 µM | 280,000 compounds, 0.61% hits; in the data active = inhibition mostly above about 24%, no sharp cut-off; inactive = mostly below about 32%; also: some compounds called inactive have numbers as strong as hits
FID counter: displaces DNA intercalator in HCV helicase counter-screen. DNA fluorescent intercalator displacement, fluorescence. 290,000 compounds, 0.17% hits. inhibition, % at 7.9 µM; in the data active = inhibition above about 37%;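 also: 0% = vehicle and 100% = reference compound; higher means more ethidium bromide displaced from hairpin DNA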
MEKK3 PB1 HTS: MEKK3-MEK5 PB1 interaction, increase or decrease | binding response (% of control), % at 10 µM | bead-based flow cytometry, Alexa488-MEK5 binding to MEKK3; actives lie on both sides; 0 = blocked by unlabeled MEK5, 100 = vehicle | Q99759 | AID 1529 | 290,000 compounds, 1.4% hits;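 active = binding response more than 3 SD above or below the average of its plate-row segment, actives on both sides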;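 also: Alexa488 bead fluorescence after subtracting the streptavidin-only scavenger bead signal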
Target sequence (Q99759 whole entry, looked up): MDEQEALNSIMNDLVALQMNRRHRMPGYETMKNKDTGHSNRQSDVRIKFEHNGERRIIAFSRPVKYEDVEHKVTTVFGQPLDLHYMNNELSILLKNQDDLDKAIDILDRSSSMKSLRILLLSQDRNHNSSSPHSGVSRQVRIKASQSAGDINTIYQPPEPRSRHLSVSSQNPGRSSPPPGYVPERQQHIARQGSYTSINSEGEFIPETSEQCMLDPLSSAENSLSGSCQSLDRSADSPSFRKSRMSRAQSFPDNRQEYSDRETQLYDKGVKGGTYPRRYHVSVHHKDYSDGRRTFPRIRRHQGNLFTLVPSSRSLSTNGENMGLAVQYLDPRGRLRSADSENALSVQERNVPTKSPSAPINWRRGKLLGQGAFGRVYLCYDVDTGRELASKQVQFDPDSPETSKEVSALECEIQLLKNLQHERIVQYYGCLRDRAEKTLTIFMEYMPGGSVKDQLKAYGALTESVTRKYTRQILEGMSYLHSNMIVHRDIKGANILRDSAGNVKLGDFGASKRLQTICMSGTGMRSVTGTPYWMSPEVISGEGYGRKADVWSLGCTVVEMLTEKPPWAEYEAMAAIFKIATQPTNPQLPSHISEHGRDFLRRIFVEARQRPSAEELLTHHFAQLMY
GPR7 antag: blocks human GPR7 receptor signaling; inhibition, % at 4.4 µM; GPR7-expressing cells, fluorescence antagonist assay; 290,000 compounds, 1.1% hits; P48145; in the data active = inhibition above about 16%, passing the limit was not always enough;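 also: cells stimulated with the agonist NPW; 0% = agonist with vehicle and 100% = vehicle without agonist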
OXTR agonist: activates the human oxytocin receptor; 320,000 compounds, 0.32% hits; P30559; AID 2435; CHO-OTR cells, Fluo-8 calcium fluorescence; normalized: DMSO 0%, oxytocin 100%; activation, % at 3 µM;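 active = activation above the mean of all tested compounds plus 3 SD, cutoff set per screening run, cut at about 20% in these data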;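 also: peak over basal fluorescence ratio from a 100 s FLIPR kinetic read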
Target sequence (P30559 whole entry, looked up): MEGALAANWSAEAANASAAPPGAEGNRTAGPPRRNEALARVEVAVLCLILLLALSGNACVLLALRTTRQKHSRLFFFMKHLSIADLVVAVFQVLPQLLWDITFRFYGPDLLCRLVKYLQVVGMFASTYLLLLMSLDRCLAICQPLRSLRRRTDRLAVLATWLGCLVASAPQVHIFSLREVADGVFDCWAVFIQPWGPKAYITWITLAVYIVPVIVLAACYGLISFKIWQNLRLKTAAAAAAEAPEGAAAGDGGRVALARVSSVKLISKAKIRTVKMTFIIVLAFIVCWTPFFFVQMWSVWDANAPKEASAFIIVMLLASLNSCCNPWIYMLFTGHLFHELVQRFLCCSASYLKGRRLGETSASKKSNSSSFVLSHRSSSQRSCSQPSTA
M18AAP inhibitor: blocks P. falciparum M18 aspartyl aminopeptidase; 290,000 compounds, 1.2% hits; inhibition, % at 7.35 µM; recombinant PfM18AAP, H-Glu-NHMec fluorogenic cleavage;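 active = inhibition above the campaign mean inhibition over all tested compounds plus 3 SD, cut at about 28% in these data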;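 also: 0% = plate median of test compound wells and 100% = 2 mM ZnCl2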
MEKK2 mut-MEK5: signal of MEK5 binding to mutant human MEKK2 PB1 domain. AID 1530. percent response, % at 10 µM. bead flow cytometry, Alexa488-MEK5 binding to MEKK2 mutant. 290,000 compounds, 0.35% hits; in the data active = percent response above about 24%, passing the limit was not always enough; also: inactives centre near 1; some results filed as inactive read as strong as hits; reference of the scale not given here
PHOSPHO1 inh: inhibitors of human PHOSPHO1 phosphatase | Q8TCT1 | recombinant PHOSPHO1, absorbance phosphatase assay | inhibition, % at 13.3 µM | 290,000 compounds, 1.1% hits; in the data active = inhibition above about 60%
Numbers without * were called inactive; / = not tested or not shown; [ ] = remark or other dose.

Fields – MEKK2wt PB1 HTS | NALP1 inh | FID counter | MEKK3 PB1 HTS | GPR7 antag | OXTR agonist | M18AAP inhibitor | MEKK2 mut-MEK5 | PHOSPHO1 inh
Cc1cc(NC(=O)c2ccc(Cn3nc(C)c(Br)c3C)o2)no1
  / | 6 | -6 | / | -4 | 0.1 | -13 | / | -1
CC(C)(C)C(=O)Nc1nnc(CC(=O)NCc2ccccc2)s1
  106 | 9 | -10 | 106 | -3 | -0.1 | 3 | 4 | 25
Cc1ccc(-n2ncc(C(=O)N3CCN(C(=O)c4ccco4)CC3)c2-n2cccc2)cc1
  96 | 15 | -52 | 99 | -9 | -1.5 | 1 | -2 | 17
O=c1c2ccccc2ncn1C1CCCCC1
  99 | 10 | 6 | 100 | -1 | -1.3 | -1 | 5 | 40
CCOc1ccc(S(=O)(=O)Nc2ncn[nH]2)cc1
  101 | 3 | -1 | 102 | -13 | 0.2 | 46* | -1 | 26
O=[N+]([O-])c1cc(-c2csc(NCCc3nc4cc(Cl)c(N5CCCCC5)cc4n3CCCO)n2)ccc1Cl
  107 | / | / | 102 | / | -1.2 | / | 1 | /
CCOC(=O)c1c(C)[nH]c(C(=O)CSc2nnc(-c3cccs3)n2Cc2ccccc2)c1C
  92 | 12 | -4 | 103 | 1 | -2.1 | -4 | -10 | 0
O=C1NCCN1CCNS(=O)(=O)c1ccccc1[N+](=O)[O-]
  94 | -3 | -1 | 97 | -5 | 0.8 | 1 | -2 | 20
O=C1CCC(=O)N1OCCCOc1ccc2c(c1)CCC2
  98 | -9 | -7 | 94 | -6 | 1.9 | -2 | 0 | 0
C=CCOc1c(OC)cc(/C=N/Nc2cccc(C(=O)O)c2)c(Br)c1Br
  105 | 36 | -8 | 102 | 4 | -1.9 | 4 | 3 | 6
O=C(NC1CCCCC1)c1cc(-n2cnnc2)ccc1Cl
  111 | 12 | -4 | 103 | -16 | -0.3 | -2 | 8 | 8
COc1ccc(NC(=S)NN2CCN(C)CC2)cc1OC
  108 | 17 | 0 | 102 | -9 | 0.2 | 3 | 17 | -9
CN(C)c1nc(N)nc(CSc2ccccn2)n1
  100 | 13 | -1 | 100 | -7 | 0.0 | 2 | 6 | 26
Cc1c(Br)c([N+](=O)[O-])nn1CC(=O)Nc1ccc(C(C)C)cc1
  77 | 17 | 17 | 58 | -3 | 0.8 | -6 | -13 | 12
CS(=O)(=O)Oc1ccc(/C=N/NC(=O)c2ccncc2)cc1
  98 | 12 | 1 | 100 | -5 | 1.3 | -1 | -1 | 4
Cc1ccc(NS(=O)(=O)c2ccc(Cl)s2)cc1S(=O)(=O)N(C)C
  95 | 15 | -6 | 99 | -2 | 0.7 | -4 | -1 | -7
COc1ccc(-c2cc(C)no2)cc1S(=O)(=O)NCCc1ccco1
  100 | 10 | -19 | 97 | 6 | 1.7 | -4 | -2 | 17
CCCCN(C)CCNC(=O)C(=O)c1c(C)[nH]c2ccccc12
  84 | -1 | 4 | 75*[inhibitor] | -10 | 0.7 | -18 | -4 | 20
Cn1c2ccccc2c2n[nH]c(=O)nc21
  107 | 15 | -16 | 111 | 0 | 0.1 | 2 | -1 | 9
Cc1ccc(S(=O)(=O)Cc2ccc(C(=O)N3CCC(C(N)=O)CC3)o2)cc1
  99 | 2 | -12 | 104 | 2 | -0.5 | 0 | 2 | 17
c1ccc(Cc2ccc(OCCn3cncn3)cc2)cc1
  106 | 44 | -16 | 104 | 0 | 1.2 | -3 | 6 | 0
O=C(OCN1C(=O)c2ccccc2C1=O)c1ccc(Cl)nc1
  104 | 9 | -10 | 101 | -4 | 0.3 | -6 | 5 | 24
COc1ccc(C2C3C(C)=NN=C3CC(C)(O)C2C(C)=O)cc1 (stereo unspecified)
  103 | 29 | -13 | 121 | -12 | 0.9 | 4 | 0 | 7
COc1ccc(Br)cc1C1Nc2cccc3cccc(c23)N1
  96 | 20 | -6 | 100 | 20 | -1.9 | 33* | -2 | 8
O=C(CN1C(=O)C2C3C=CC(C3)C2C1=O)Nc1nc2ccccc2[nH]1 (stereo unspecified)
  102 | 5 | -10 | 102 | -8 | -0.1 | 18 | 4 | 7
Cc1nc(NC(=O)COC(=O)C(NC(=O)c2ccco2)C(C)C)c(Cl)cc1Cl (stereo unspecified)
  100 | 14 | -16 | 102 | -9 | -0.8 | 1 | 1 | -7
COC(=O)c1ccc(Cl)c(NC(=O)CN(c2ccc(OC)c(OC)c2)S(C)(=O)=O)c1
  95 | 17 | -9 | 96 | -9 | 1.2 | 0 | -1 | -2
CCOC(=O)c1cc(NC(=O)Nc2cc(C)ccn2)c(C)nc1C
  92 | 7 | 4 | 84 | -3 | -1.0 | 0 | -4 | -18
CC1C(=O)Nc2ccc(S(=O)(=O)N3CCN(c4cccc(C(F)(F)F)c4)CC3)cc2NC1=O (stereo unspecified)
  104 | 34 | -38 | 105 | -11 | -0.7 | 1 | 1 | 24
Cc1ccc(NC(=O)CSc2nc(-c3ccco3)cc(C(F)(F)F)n2)cc1C
  99 | 10 | -1 | 110 | 3 | -0.9 | -4 | -3 | 10
Cc1cccc(C)c1OCC(=O)Nc1ncn[nH]1
  91 | 16 | 0 | 85 | -4 | 0.1 | 29* | -6 | -16
N#CCCN(C(=O)COC(=O)Cc1ccc(Br)cc1)c1ccccc1
  89 | 12 | -30 | 101 | 1 | 0.5 | 6 | -8 | 24
O=C(O)c1ccccc1C(=O)Nc1ccc(Nc2ccc([N+](=O)[O-])cc2[N+](=O)[O-])cc1
  106 | 12 | 8 | 107 | 1 | 2.6 | -5 | 7 | -16
COc1ccc(-c2cc(C(F)(F)F)nc(SCC(N)=O)n2)cc1
  86 | 25 | -11 | 78 | -3 | -0.6 | -2 | -13 | 18
CN(C)C(=O)c1ccc2c(c1[N+](=O)[O-])C(=O)c1ccccc1C2=O
  109 | 30 | -6 | 108 | -7 | 2.8 | -1 | -1 | -26
Fc1ccc(NC(=S)N2CCc3ccccc32)cc1
  100 | 28 | -10 | 100 | 19 | / | 13 | -1 | 56
Cc1cc(NC(=O)Nc2cc(Cl)sc2Cl)no1
  102 | 27 | 0 | 101 | 5 | 0.4 | -11 | -3 | 27
COc1ccc(CCNC(=S)N2CCC(Cc3ccccc3)CC2)cc1OC
  96 | -14 | -20 | 96 | -4 | 3.9 | -3 | -5 | -35
CC1(c2ccncc2)Nc2ccccc2-c2nc3ccccc3n21 (stereo unspecified)
  106 | 3 | -6 | 110 | 7 | 2.0 | -2 | 4 | -18
COc1cc([N+](=O)[O-])cc(CN2CCCCC2)c1O
  99 | 0 | 5 | 93 | -6 | 0.5 | -3 | 4 | 4
CCC(C)N1CC(C(=O)O)CC1=O (stereo unspecified)
  84 | 14 | 1 | 80 | 11 | 0.3 | -5 | -10 | 13
COC(=O)c1nn(-c2ccc(Cl)cc2)c(=O)cc1Sc1ccccn1
  93 | 4 | -8 | 97 | -5 | -0.4 | 14 | -1 | 13
CC(C)OC(=O)Cn1c(=O)oc2ccccc21
  93 | -7 | 4 | 94 | -13 | 0.3 | 1 | -1 | 19
Nc1nonc1-n1nnc(C(=O)N/N=C/c2cccs2)c1CSc1ccccc1
  103 | 27 | -18 | 103 | -3 | 4.1 | 3 | -3 | 4
COc1ccc(-c2[nH]ncc2CN(C)Cc2cc(C)[nH]n2)c(F)c1
  83 | -3 | 5 | 102 | 6 | -1.5 | 3 | -11 | -6

Single entries from the results shown.
COc1ccc(-c2cc(C(F)(F)F)nc(SCC(N)=O)n2)cc1 in NALP1 inh has 25
CCC(C)N1CC(C(=O)O)CC1=O (stereo unspecified) in MEKK3 PB1 HTS has 80
Nc1nonc1-n1nnc(C(=O)N/N=C/c2cccs2)c1CSc1ccccc1 in FID counter has -18

Part of the list above in order of length of the SMILES, lowest first.
Fields – MEKK2wt PB1 HTS | NALP1 inh | FID counter | MEKK3 PB1 HTS | GPR7 antag | OXTR agonist | M18AAP inhibitor | MEKK2 mut-MEK5 | PHOSPHO1 inh
Cc1cc(NC(=O)Nc2cc(Cl)sc2Cl)no1
  102 | 27 | 0 | 101 | 5 | 0.4 | -11 | -3 | 27
COc1ccc(-c2cc(C(F)(F)F)nc(SCC(N)=O)n2)cc1
  86 | 25 | -11 | 78 | -3 | -0.6 | -2 | -13 | 18
Nc1nonc1-n1nnc(C(=O)N/N=C/c2cccs2)c1CSc1ccccc1
  103 | 27 | -18 | 103 | -3 | 4.1 | 3 | -3 | 4

Further compounds:
Fields – MEKK2wt PB1 HTS | NALP1 inh | FID counter | MEKK3 PB1 HTS | GPR7 antag | OXTR agonist | M18AAP inhibitor | MEKK2 mut-MEK5 | PHOSPHO1 inh
COc1ccc(Cn2c(O)c(C=Nc3ccc(OC)cc3)c3ccccc3c2=O)cc1
  100 | 40 | 0 | 116 | -2 | -1.5 | 3 | -1 | 2
COc1cc(OC)c(S(=O)(=O)N2CCN(C(=O)c3ccccc3F)CC2)cc1NC(C)=O
  94 | -12 | -6 | 97 | -2 | 0.8 | -10 | -7 | 28
CCC(C)c1ccccc1OCCCCN1CCCC1 (stereo unspecified)
  110 | 19 | 10 | 107 | -6 | 0.8 | -5 | -1 | -6
CCCCN(C(=O)c1ccc(NC(=O)C(C)C)cc1)c1ccccc1
  106 | 22 | -36 | 104 | 0 | -1.8 | -3 | 4 | 39
Cc1cccc2[nH]c(SCC(=O)N3CCOCC3)nc12
  94 | 12 | 2 | 93 | -6 | 0.0 | -2 | -1 | 10
CC(=O)Cc1cc(O)c2ccccc2c1OC(=O)c1ccccc1
  102 | 3 | -10 | 110 | 1 | 1.3 | 5 | 3 | 8
Cc1ccc(-c2ncns2)cc1
  97 | 5 | -1 | 102 | -6 | 0.0 | 1 | 1 | 34
O=c1c(C=NCc2ccccc2)c(NCc2ccccc2)nc2ccccn12
  102 | 14 | -2 | 113 | -3 | 2.2 | -11 | 1 | 28
COc1ccccc1CC(NC(C)=O)C(=O)NC1CCN(C(=O)c2cccc(Cl)c2)CC1 (stereo unspecified)
  109 | 40 | -39 | 100 | 2 | -0.4 | 3 | 9 | 39
O=C(O)CCC(=O)N1CCCC1
  76 | 5 | 5 | 78 | -14 | 0.5 | -8 | -16 | -5
CC(=O)/C(=C(/O)c1ccccc1)c1nc2ccccc2[nH]1
  96 | -8 | 2 | 103 | -7 | -0.1 | 10 | 2 | 21
O=C(Cc1ccccc1F)NNC(=O)c1ccncc1
  115 | 3 | -9 | 106 | -19 | -0.2 | 2 | 9 | 47
Cc1cc(C)cc(OC(=O)CCN2C(=O)C3C4C=CC(C5CC45)C3C2=O)c1 (stereo unspecified)
  101 | 6 | -28 | 107 | -12 | -1.7 | 4 | 1 | 15
CCC(=O)Nc1nnc(S(=O)(=O)N2c3ccccc3CC2C)s1 (stereo unspecified)
  101 | 16 | -6 | 104 | -9 | 1.0 | 4 | 0 | 15
CNC(=O)CSc1nc2c([nH]c3ccccc32)c(=O)n1CCOC
  95 | 21 | -4 | 99 | -16 | 0.2 | -2 | -4 | -10
COc1cccc(N(CC(=O)NCCSCc2ccc(Cl)cc2)S(C)(=O)=O)c1
  100 | 17 | -31 | 101 | 5 | 0.8 | 9 | 0 | -2
Cc1ccc(/C(O)=C2/C(=O)C(=O)N(c3ccccn3)C2c2ccc([N+](=O)[O-])cc2)cc1 (stereo unspecified)
  107 | 2 | -41 | 109 | -12 | 0.1 | -2 | 14 | 25
O=C(NCCN1C(=O)C2C3C=CC(C3)C2C1=O)Nc1cccnc1 (stereo unspecified)
  99 | -6 | -2 | 100 | 0 | -0.1 | 6 | -1 | -19
CCc1c(C(C)S(=O)(=O)c2ccccc2)[nH]c(=O)n1CC (stereo unspecified)
  99 | 12 | -1 | 101 | -12 | 0.8 | -2 | 0 | -132
O=C(COc1ccc(F)cc1)Nc1c(C(=O)N2CCC(N3CCCCC3)CC2)oc2ccccc12
  111 | 6 | 19 | 102 | -8 | 2.7 | -2 | 6 | 33
